High-throughput results as filed in PubChem BioAssay.
MT stabilize HCS = microtubule stabilizers in HeLa cells; HeLa tubulin immunostaining HCS, 24 h; share of cells brighter than vehicle mean+2SD; % tubulin-high responders, % at 10 µM; actives 0.83% (n = 200,000);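 active = plate Z-score above 3 for both tubulin-high and condensed-nucleus cell shares, with cell loss under 80%, at 10 µM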;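 note: anti alpha tubulin signal scored within the nucleus-defined area of each cell; some results filed as inactive read as strong as hits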
Hep lipid drop = hepatic lipid droplet formation modulation; AML12 mouse hepatocytes, oleate lipid droplets, BODIPY imaging; inhibition, % at 6.5 µM; actives 0.4% (n = 240,000); AID 1656;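 active = lipid droplet intensity inhibited by at least 50%, with more than 500 cells counted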
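Material – mouse AML12 hepatocyte cell line, fixed after treatment · Compound dosing – one dose, 6.5 µM compound · Times – compound with oleate, overnight · Measured by – Image-based BODIPY and DAPI two-channel analysis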
CSM14.1 death rescue = rescue of cells from ER stress-induced death, primary screen, 384-well, CSM14.1, thapsigargin, ATP luminescence (AID 1222); CSM14.1 thapsigargin-induced death rescue, ATP luminescence; higher % means a stronger effect; cellular ATP content (survival), % at 20 µM, or EC50 in µM where a hit was titrated; 190,000 tested, under 10 active;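 active = EC50 below 50 µM in the dose-response confirmation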;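 note: death triggered by thapsigargin at about 15 µM added after 2 h compound pretreatment; cell ATP read after overnight thapsigargin exposure of roughly 18 to 22 hours; normalized against plate controls of thapsigargin alone and 5% DMSO vehicle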
T cell HTS = T cell immune modulators affecting CD8 T cell-vesicle binding | actives 0.068% (n = 330,000) | AID 2052 | 2C CD8+ T cell-vesicle binding, flow cytometry; active compounds read low | calls only at 7 µM;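 active = response, share of CD8 T cells binding vesicles, and their 90th percentile fluorescence all below set limits, cut at about 80% in these data, passing the limit was not always enough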
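Test system: purified 2C TCR transgenic mouse naive CD8+ T cells. Probe or stimulus: QL9-peptide-loaded Drosophila micro-vesicles bearing Ld, ICAM-1 and B7-1. Incubation: binding step 1.5 h, 37 °C, antibody labelling 20 min, ice. Measured by: flow cytometry of vesicle-bound cells.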
Ins promoter up = MIN6 insulin promoter up-regulation; MIN6 insulin promoter-GFP reporter, high-content imaging; active compounds read high; z-score at 5 µM; actives 0.3% (n = 190,000);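 active = z-score above 3 at 5 µM with at least 500 cells counted in the well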
Autophagy HCS = modulators of autophagy; actives 0.98% (n = 190,000); MEF GFP-LC3 puncta imaging; test concentration mostly 10 µM; AID 463193; calls only at 10 µM (by protocol);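 active = percentage of spot-positive cells more than 3 SD above its plate mean, without a fluorescence outlier flag or 80% toxicity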;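 note: spot-positive cell cutoff set from DMSO-treated cells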
PhoP inhibition = inhibitors of PhoP regulon expression, primary screen, Salmonella Typhimurium, GFP reporter (AID 1863) | S. Typhimurium PhoP-regulated promoter GFP reporter, 4 h; higher % means a stronger effect | one-dose inhibition, % at 50 µM; IC50 in µM for titrated hits | actives 0.16% (n = 300,000);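 active = inhibition over 29.93%, a cutoff 3 SD above the screen mean, later confirmed by dose response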;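 note: 0% = low Mg2+ inducing control and 100% = high Mg2+ repressing control; strong numbers were not always called active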
bCat nuc transl = modulators of beta-catenin nuclear translocation; nuclear translocation activity, % at 5 µM; actives 0.3% (n = 190,000); HeLa beta-catenin nuclear translocation, immunofluorescence imaging; AID 1665;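 active = nuclear translocation activity above 50% at 5 µM, with a well cell count of 50 or more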;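 note: per-cell ratio of nuclear to cytoplasmic median beta-catenin stain intensity; plate controls were DMSO negative control for no effect and GSK-3 inhibitor IX positive control for full effect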
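assay system = human HeLa cells, endogenous beta-catenin | times = compound treatment 24 h, 37°C, 5% CO2 | detection = Anti-beta-catenin immunofluorescence on PFA-fixed, Triton-permeabilized cells, DAPI nuclei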
Dynein cargo inh = blocks dynein driven cargo transport along microtubules | actives 0.47% (n = 220,000) | z-score, hits read low | AID 1381 | 3617.4 mouse cells, GR-EGFP nuclear translocation imaging; test concentration mostly 20 µM; stimulated with dexamethasone, 1 µM; active compounds read low;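 active = plate z-score of nuclear minus cytoplasmic receptor signal below a set negative limit, without overly bright fluorescence or cell loss, cut at about -3.5 in these data, passing the limit was not always enough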;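 note: z-score of nuclear minus cytoplasmic ring GR-EGFP intensity difference per well; some compounds called inactive have numbers as strong as hits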
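Also added – dexamethasone, 1.0 µM final · Buffer or medium – tet-free, stripped-serum medium · Schedule – induction 48 h, compound 1 h, agonist 30 min · Detection – formaldehyde fixation, Hoechst nuclear stain, 10x automated fluorescence imaging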
Dynein cargo inh cytoplasmic EGFP = also measured in Dynein cargo inh; calls as there; z-score; measured here: cytoplasmic GR-EGFP intensity; active compounds read high
Dynein cargo inh nuclear GR-EGFP = recorded beside Dynein cargo inh, whose call it bears; z-score; measured here: nuclear GR-EGFP intensity;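 lower value marks the stronger effect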
Dynein cargo inh cell count = second read-out of Dynein cargo inh, no call of its own (marks repeat the call); z-score; measured here: cell count per field
Ins promoter up cell count = also measured in Ins promoter up; calls as there; cell count; measured here: cytotoxicity, nuclei count;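 total cells summed across four imaged fields per well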
Hep lipid drop cells 6.5 µM = further read-out of Hep lipid drop, marked with its call; cell count; measured here: cell count, cytotoxicity flag;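 cells counted across two imaged fields per well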
bCat nuc transl cell count 5 µM = second read-out of bCat nuc transl, no call of its own (marks repeat the call); cell count; measured here: cell count, cytotoxicity flag
T cell HTS vesicle-bound % = also measured in T cell HTS; calls as there; double positive events, %; measured here: CD8+ vesicle-bound cell fraction;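 binding gate set so that unloaded-vesicle control wells show 10% double positive cells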
MT stabilize HCS Hoechst-high % = also measured in MT stabilize HCS; calls as there; % Hoechst-high responders; measured here: nuclear condensation Hoechst responders;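 share of cells brighter than vehicle mean plus two SD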
MT stabilize HCS cytotoxicity % = second read-out of MT stabilize HCS, no call of its own (marks repeat the call); toxicity, %; measured here: cytotoxicity by cell density;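 0% = mean cell density of plate MIN control wells and 100% = no cells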
Autophagy HCS cell loss 18 h = recorded beside Autophagy HCS, whose call it bears; toxicity, %; measured here: cell loss, nuclei count;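 cell loss after 18 h compound exposure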
* marks the source's active call; other numbers are inactive results; i = inactive; nt = not tested or not shown; + = active, no number.

SMILES | MT stabilize HCS | MT stabilize HCS Hoechst-high % | MT stabilize HCS cytotoxicity % | Hep lipid drop | Hep lipid drop cells 6.5 µM | CSM14.1 death rescue | T cell HTS | T cell HTS vesicle-bound % | Ins promoter up | Ins promoter up cell count | Autophagy HCS | Autophagy HCS cell loss 18 h | PhoP inhibition | bCat nuc transl | bCat nuc transl cell count 5 µM | Dynein cargo inh | Dynein cargo inh cytoplasmic EGFP | Dynein cargo inh nuclear GR-EGFP | Dynein cargo inh cell count
COC(=O)[C@H](CC(C)C)NC(=O)NCc1ccc(Cl)cc1 | nt | nt | nt | 10 | 601 | nt | i | 42 | -0.29 | 943 | nt | nt | -6% | -0.9 | 1353 | -0.21 | -0.25 | -0.099 | 1.1
Cc1ccc(-n2ncc3c(NCCCOC(C)C)ncnc32)c(C)c1 | 2.0 | 1.8 | 8.7 | nt | nt | nt | i | 7 | nt | nt | i | 7 | -4% | nt | nt | -1.6 | -0.49 | -0.59 | 0.91
CCOc1cc(NC(=O)c2ccco2)c(OCC)cc1NC(=O)CCc1ccccc1OC | 5.5 | 2.0 | 4.1 | 14 | 672 | -2.0% | i | 51 | -0.7 | 1602 | i | 21 | -4% | -0.6 | 1050 | -1.5 | -0.33 | -0.15 | 2.1
COc1cc(NC(=O)CN(C)Cc2cccc(F)c2)c(C)cc1[N+](=O)[O-] | 1.8 | 1.8 | 0.2 | 1 | 656 | -0.6% | i | 12 | -0.48 | 1617 | i | 2 | 1% | 0.1 | 1085 | 1.3 | -0.12 | 0.38 | -0.29
CCC(C)[C@H](NC(=O)NC1CC1)C(=O)O (stereo partly specified) | 2.5 | 2.5 | 16 | nt | nt | -1.0% | i | 37 | 0.75 | 1308 | i | 14 | -7% | -0.5 | 1133 | -0.11 | -0.22 | 0.17 | 0.56
O=c1oc2cc(OCc3ccc(F)cc3F)ccc2cc1-c1ccc2ccccc2n1 | 10.0 | 1.7 | 8.5 | -5 | 763 | 0.4% | i | 44 | 0 | 1490 | i | -2 | 6% | -1.6 | 477 | 0.86 | 0.087 | 0.78 | -1.2
O=C(COC(=O)c1c(Cl)ccc(Cl)c1Cl)NC(=O)NCc1ccccc1 | 3.7 | 2.3 | 11 | 4 | 729 | -1.3% | i | 41 | 1.2 | 1069 | i | 0 | 2% | -4.7 | 582 | 0.67 | -0.24 | 0.44 | 0.4
CCCSC1=N/C(=C\C=C\c2ccco2)C(=O)S1 | 2.5 | 1.7 | 4.6 | nt | nt | 2.9% | i | 34 | nt | nt | i | -5 | -13% | -1.3 | 1022 | -1.4 | -0.11 | -0.66 | 1.9
Cn1nnnc1SCc1cccc(CSc2nnnn2C)n1 | 2.6 | 1.6 | 0.4 | nt | nt | 2.5% | i | 10 | 0.84 | 1152 | i | -12 | 13% | -1.1 | 792 | -0.19 | -0.23 | -0.074 | 0.39
O=C(Nc1cccc(-c2nc3ccccc3s2)c1)c1cc(=O)c2ccccc2o1 | 3.6 | 2.6 | 2.3 | 4 | 553 | -4.1% | i | 49 | -0.51 | 1141 | i | -7 | -5% | -4.5 | 1114 | -0.13 | -0.072 | -0.11 | -0.59
CN1C(=O)C2(NC(=O)c3ccccc3N2C)c2ccccc21 (stereo unspecified) | nt | nt | nt | -1 | 671 | nt | i | 41 | -0.19 | 1039 | nt | nt | -3% | -0.2 | 1241 | -0.49 | -0.78 | -0.58 | 0.23
COc1ccc(CNS(=O)(=O)c2ccc(OC)cc2)cc1 | 3.8 | 2.1 | 19 | -6 | 739 | 1.4% | i | 40 | -0.31 | 1222 | i | 4 | 2% | -0.6 | 1080 | 0.36 | -0.33 | 0.38 | 1.5
COc1ccc(C)cc1N(CC(=O)NC1CCCC1)C(=O)CCC(=O)Nc1cc(C)on1 | 5.5 | 3.3 | 8.6 | nt | nt | 1.0% | i | 40 | -0.17 | 1295 | i | -11 | 3% | -5.7 | 1008 | 2.2 | -0.18 | 1.8 | -1.9
COC(=O)C1CCN(CC(=O)Nc2cc(Cl)ccc2OC)CC1 | 0.8 | 1.1 | 2.4 | 3 | 675 | -6.9% | i | 24 | -0.22 | 1184 | i | 27 | -6% | 0.7 | 1108 | 0.35 | -0.25 | 0.36 | -0.33
CCS(=O)(=O)N1Cc2ccccc2CC1C(=O)Nc1ncc(C)s1 (stereo unspecified) | 4.4 | 2.3 | 22 | 0 | 675 | -2.5% | i | 12 | -0.3 | 1258 | + | 3.5* | 5% | -0.2 | 985 | 0.79 | -0.39 | 1.4 | 0.36
NC(N)=Nc1nc2ccc(Br)cc2c(=O)[nH]1 | 1.3 | 2.8 | 3.6 | 0 | 740 | 4.3% | i | 3 | 1.1 | 1185 | i | 0 | 7% | -1.4 | 1137 | 1.9 | -0.3 | 0.38 | -0.99
CC(OC(=O)c1ccccc1O)C(=O)Nc1ccc(Cl)cn1 (stereo unspecified) | 5.0 | 1.8 | 3.4 | 11 | 669 | -1.1% | i | 42 | -0.37 | 1624 | i | 7 | -9% | -1.9 | 994 | 0.27 | -0.3 | 0.14 | 0.2
O=C(CCCN1C(=O)/C(=C/c2cccs2)SC1=S)NNC(=O)c1ccncc1 | 2.8 | 3.4 | 8.6 | 3 | 715 | -1.1% | i | 61 | -0.02 | 1432 | i | 5 | -10% | -2.2 | 1085 | 0.36 | -0.26 | 0.19 | -0.65
NC(=O)[C@@H]1CCCNc2c(F)cc([N+](=O)[O-])cc2C(=O)N[C@@H](CCC(=O)O)C(=O)N[C@@H](CO)C(=O)N1 | 3.6 | 2.3 | 1.5 | -3 | 723 | -3.6% | i | 13 | 0.44 | 1063 | i | 11 | -7% | nt | nt | 0.55 | -0.31 | 0.62 | 0.45
Cc1nc(NC(=O)CSc2ccccc2N)sc1C | 3.0 | 2.0 | 0.6 | -1 | 794 | -0.5% | i | 55 | 0.01 | 856 | i | 2 | -9% | -0.8 | 1194 | -0.71 | -0.23 | -0.23 | 0.93
Cc1ccccc1NC(=O)CCN1CCCC1 | 2.9 | 1.8 | 4.2 | 4 | 748 | -0.8% | i | 21 | -0.21 | 1638 | i | 16 | -2% | 2.0 | 962 | 1.3 | -0.31 | 0.95 | -0.54
CCC(Sc1ccccn1)C(=O)Nc1cccc([N+](=O)[O-])c1 (stereo unspecified) | 2.3 | 1.2 | 2.3 | -9 | 740 | 2.3% | i | 26 | 0.11 | 1425 | i | -27 | 9% | -1.2 | 1133 | 1.6 | -0.19 | 0.96 | -0.88
CN1CCN(C(=S)NC(=O)/C=C/c2ccccc2)CC1 | 2.5 | 1.6 | 6.3 | -3 | 752 | 7.1% | i | 37 | 1.2 | 853 | i | -12 | 1% | -5.0 | 1352 | -0.73 | -0.031 | -0.19 | 2.1
CCOC(=O)CSc1nnc(CNC(=O)Cc2ccccc2)n1-c1ccccc1OC | 3.4 | 1.8 | 3.1 | nt | nt | -0.6% | i | 58 | 1.8 | 1641 | i | 9 | -10% | -1.8 | 903 | -0.56 | -0.25 | -0.23 | 1.7
COc1nc(OCC#N)nc(N(C)C)n1 | 3.9 | 2.1 | 3.5 | nt | nt | -1.0% | i | 53 | -0.1 | 1047 | i | -2 | 4% | 1.8 | 693 | -0.61 | -0.061 | -0.43 | 1.3
CSc1nc(Cc2ccc(Cl)cc2)nc2ccccc12 | 2.0 | 1.9 | 8.1 | nt | nt | -1.1% | i | 12 | 0.56 | 1572 | i | 27 | 0% | -1.5 | 1373 | 0.25 | -0.21 | -0.083 | 0.33
C=CCn1c(SCC(=O)NC2CCCC2)nc2scc(-c3ccco3)c2c1=O | 6.4 | 4.3 | 1.3 | -24 | 727 | 2.2% | i | 42 | 0.29 | 941 | i | -6 | 0% | 1.3 | 1185 | -0.58 | -0.23 | -0.12 | 0.2
Cc1c2ccccc2cc[n+]1CCCS(=O)(=O)[O-] | 2.9 | 2.3 | 11 | 11 | 707 | nt | i | 56 | -0.27 | 1308 | i | 8 | -7% | 2.7 | 1015 | -0.025 | 0.033 | 0.011 | 0.58
CCCC(=O)C1=C(O)C(C(=O)OC)C(C)(C)CC1=Nc1ccc(OC)cc1 (stereo unspecified) | 1.3 | 3.0 | 5.4 | 20 | 676 | 1.3% | i | 23 | 0.26 | 1114 | i | 22 | -4% | -1.1 | 1073 | -0.24 | -0.2 | -0.21 | -0.21
